Compound activity deposited in PubChem by several laboratories.
NTR1 ag: agonists of NTR1, primary screen, imaging, U2OS cells, beta-arrestin-GFP, high content (AID 493036). Neurotensin receptor type 1 (Homo sapiens), P30989. NTR1-U2OS beta-arrestin-GFP spot imaging, agonist mode. activation, % at 20 µM. 0.17% of 330,000 active;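 active = activation at or above 40% of the spot to cytoplasm intensity ratio, with at least 20 cells analyzed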;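 note: 0% = DMSO without peptide and 100% = 100 nM NTR1 peptide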
Target sequence (P30989 whole entry, looked up): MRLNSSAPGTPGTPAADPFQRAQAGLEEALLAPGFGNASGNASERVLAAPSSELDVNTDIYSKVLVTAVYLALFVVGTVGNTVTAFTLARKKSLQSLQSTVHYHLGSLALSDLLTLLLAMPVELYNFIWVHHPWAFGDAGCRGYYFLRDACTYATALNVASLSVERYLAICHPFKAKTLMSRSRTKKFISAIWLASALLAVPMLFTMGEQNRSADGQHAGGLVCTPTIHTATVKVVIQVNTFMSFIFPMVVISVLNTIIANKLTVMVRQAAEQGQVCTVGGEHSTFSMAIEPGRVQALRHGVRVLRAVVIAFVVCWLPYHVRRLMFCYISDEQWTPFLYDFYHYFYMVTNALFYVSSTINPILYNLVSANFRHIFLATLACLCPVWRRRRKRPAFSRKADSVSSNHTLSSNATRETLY
Rac1 GTP hydrolysis: MgcRacGAP GTPase-activating activity inhibitors, confirmation, biochemical, ADP Hunter fluorescence. Rac GTPase-activating protein 1 (Homo sapiens). AID 624330, 2012. 0.6% of 340,000 active. inhibition, % at 30 µM, or IC50 in µM where a hit was titrated. MgcRacGAP-stimulated Rac1 GTP hydrolysis, ADP Hunter fluorescence; higher % means a stronger effect; GST-tagged Rac1 F28L mutant substrate;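 active = first-screen hits whose inhibition reached a set limit at any dose in the follow-up dose series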;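 note: fluorescence reports GDP produced by GAP-driven GTP hydrolysis; strong numbers were not always called active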
UTI89 phage lysis: inhibition of K1F phage lysis, E. coli UTI89, bacterial capsule biogenesis inhibitors, alamar blue (AID 488966); 0.02% of 340,000 active; inhibition, % at 100 µM, or IC50 in µM where a hit was titrated; E. coli UTI89 K1F phage lysis, alamar blue, 2 h; higher % means a stronger effect;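 active = phage lysis inhibition, versus mean bacterial control, above a set limit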;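 note: capsule biogenesis inhibitors block K1F phage lysis so surviving cells raise fluorescence; higher fluorescence means more inhibition of phage lysis; actives were called in the ten point dose series up to 300 µM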
NTR1 ag cell count 20 µM: second read-out of NTR1 ag, no call of its own (marks repeat the call); cell count; measured here: cell count, cytotoxicity flag
Starred values were filed as active, the others as inactive; [ ] = another dose, or the depositor's remark. A portion of the library. The share of hits here may be higher or lower than overall.

Structure | NTR1 ag | NTR1 ag cell count 20 µM | Rac1 GTP hydrolysis | UTI89 phage lysis
OC[C@H]1OC(O)[C@@H](O)[C@@H](O)[C@@H]1O (stereo not given in full) | 0.9 | 63 | 6.6% | 3.5%
Cc1c(C(C)CCCO)oc(=O)c2c1Oc1c(C)c(C(C)C[C@H](C)O)oc(=O)c1C2 (stereo not given in full) | 2.7 | 51 | 2.4% | -1.2%
CC1CCC(NC(=O)c2cc(Cl)nc3ccccc23)CC1 (stereo not given) | -0.1 | 73 | 10.7% | 0.0%
COc1ccc(S(=O)(=O)N2CCCCC2)cc1NC(=O)[C@@H]1CCCN1C(=O)c1cccs1 | 0.1 | 61 | -4.4% | -0.1%[50 µM]
NC(=O)c1ccsc1NC(=O)COC(=O)c1ccccc1F | 3.3 | 102 | 6.0% | 0.8%[50 µM]
CC[C@]12c3[nH]c4ccc(OC)cc4c3CCN1C(=O)C(CC(=O)NCc1ccc(OC)c(OC)c1)C[C@@H]2C(=O)N1CCN(C(=O)C2CC2)CC1 (stereo not given in full) | 0.4 | 50 | 7.7% | -0.1%
COc1ccc(NC(=O)N(C)C[C@H]2Oc3c(NC(=O)C4CCCCC4)cccc3C(=O)N([C@H](C)CO)C[C@@H]2C)cc1 | -1.3 | 50 | 9.5% | 0.1%
O=C(CN1C(=O)NC2(CCCCC2)C1=O)Nc1ccccc1N1CCCCC1 | -1.8 | 58 | -1.2% | 0.2%[50 µM]
COC(=O)c1ccc2c(=O)[nH]c(COC(=O)CCC(=O)c3ccc(Cl)cc3)nc2c1 | 0.7 | 42 | -6.1% | 1.2%[50 µM]
CCc1noc(C)c1C(=O)N(C)CC(=O)Nc1ccccc1C(F)(F)F | -1.2 | 48 | 0.9% | 1.8%[50 µM]
COc1ccc(S(=O)(=O)N(C)C[C@H]2Oc3ccc(NS(=O)(=O)c4ccccc4)cc3C(=O)N([C@H](C)CO)C[C@@H]2C)cc1 | -0.2 | 63 | 4.4% | 0.0%
COc1ccc(-c2sc3ccccc3c2C#Cc2cncn2C)cc1 | 4.6 | 65 | 13.4% | 1.9%
O=S(=O)(c1cc(O)ccc1O)c1cccc2c(S(=O)(=O)c3cc(O)ccc3O)cccc12 | 0.9 | 97 | 6.6% | 0.4%
O=C(CN1C(=O)NC2(CCc3ccccc32)C1=O)Nc1ccc(Br)cc1F (stereo not given) | 0.6 | 54 | 1.4% | 0.3%[50 µM]
COc1ccc(/C=C/C(=O)OCC(=O)c2c[nH]c3ccccc23)cc1 | 0.0 | 60 | 3.4% | 1.1%[50 µM]
CCOC(=O)C1Nc2ccc(C(F)(F)F)cc2C2C=CCC12 (stereo not given) | -0.3 | 98 | 13.4% | 0.7%
O=C(COC(=O)C1CCN(c2ccc(C(F)(F)F)cn2)CC1)NCCc1ccccc1 | 1.0 | 73 | 5.8% | 0.2%[50 µM]
COc1cc(C(=O)NCC(=O)NCCCSc2ccccc2)cc(OC)c1OC | -1.7 | 73 | 1.5% | 0.2%[50 µM]
COc1ccccc1C(=O)NCCC(=O)NC(C)CCc1ccccc1 (stereo not given) | 0.9 | 55 | -12.6% | 1.6%[50 µM]
CC1CN(C(=O)COC(=O)Cc2c(Cl)cccc2Cl)CC(C)O1 (stereo not given) | 0.9 | 58 | -13.8% | 4.1%
CSc1ccc(CN(C)C(=O)c2ccc(S(=O)(=O)Nc3ccccc3)cc2)cc1 | 2.7 | 48 | -3.1% | -0.1%[50 µM]
O=C(OCC(=O)N1CCCC1)c1c[nH]c2ccccc12 | -0.6 | 49 | 3.4% | 0.7%[50 µM]
CCc1ccc(N(C(=O)c2ccco2)C(C(=O)NC2CCCC2)c2ccco2)cc1 (stereo not given) | 0.4 | 62 | 2.0% | 0.2%
CCN(CC(=O)Nc1c(F)cccc1F)C(=O)C1CCN(C(=O)c2ccc(Cl)cc2)CC1 | 1.4 | 57 | 5.5% | 0.6%[50 µM]
CCCc1cc(=O)[nH]c(SCC(=O)NC2(C#N)CCCCC2)n1 | 0.0 | 62 | 1.6% | -0.1%[50 µM]
Cc1ccc2c(c1)[C@H]1[C@H](CO2)[C@H](c2ccccc2)[C@]2(C)C(=O)N(CC3CCCO3)CC(=O)N12 (stereo not given in full) | -1.5 | 42 | 11.1% | 0.6%
CC(C)c1ccc(N(CC(=O)NCCCN2CCOCC2)S(=O)(=O)c2ccccc2)cc1 | 2.4 | 50 | 1.2% | 0.7%[50 µM]
CC(C)(C)OC(=O)N[C@@H](C(=O)OC(C)(C)C)c1ccc2c(c1)OCO2 | -0.1 | 45 | 6.1% | 1.3%
COc1ccc(NC(=S)NCCCn2ccnc2)cc1 | -0.4 | 67 | 6.3% | 0.6%
Cc1ccc(NC(=O)C(C)OC(=O)Cc2c[nH]c3ccccc23)cc1 (stereo not given) | 2.7 | 45 | -1.2% | 0.1%[50 µM]
COc1ccc(NC(=O)CSCC(=O)Nc2cc(Cl)ccc2N2CCOCC2)cc1 | 0.6 | 82 | -1.8% | 0.2%[50 µM]
Cn1c(-c2ncc(F)cc2F)cc2onc(-c3c(F)cccc3Cl)c2c1=O | 0.2 | 44 | 6.3% | 2.4%
CCc1ccc([C@@H]2CC=C(C(=O)O)[C@H](c3ccc(F)cc3)N2S(=O)(=O)c2ccc(C)cc2)cc1 | 5.1 | 82 | 2.2% | -0.9%
COc1ccc(CNC(=O)COC(=O)c2cccc(S(=O)(=O)N3CCOCC3)c2)cc1 | -1.8 | 104 | 9.0% | 0.2%[50 µM]
O=C(NCC1CCCO1)c1ccc(Br)c(S(=O)(=O)N2CCOCC2)c1 (stereo not given) | -2.4 | 70 | -3.3% | 0.0%[50 µM]
FC(F)(F)c1ccccc1C1=CC(c2ccccc2)n2ncnc2N1 (stereo not given) | -1.5 | 69 | 7.7% | 3.3%
O=c1cc(CCl)nc(Cc2c(Cl)cccc2Cl)[nH]1 | 0.1 | 50 | 9.2% | -1.1%
C=CCNC(=O)c1cccc2c1C(=O)c1ccc(N3CCOCC3)cc1S2(=O)=O | -0.1 | 66 | 9.5% | 1.4%
Oc1ccccc1-c1ccn[nH]1 | -3.4 | 34 | 10.8% | 0.5%
CC(C)(C)OC(=O)N[C@@H](C(=O)OC(C)(C)C)c1ccccc1 | -0.8 | 69 | 4.0% | 0.1%
CCCc1cc(=O)[nH]c(SCC(=O)N(C)CC(=O)Nc2ccc(F)cc2)n1 | 0.9 | 56 | 4.7% | 0.6%[50 µM]
COc1cc(-c2nc3ccccn3c2/N=C/c2cc(OC)c(OC)c(OC)c2)ccc1O | 0.8 | 40 | 28.5% | 0.3%
O=C(CN(Cc1ccco1)C(=O)CNS(=O)(=O)c1ccc(Cl)cc1)NCc1ccc(F)cc1 | -0.5 | 75 | 7.5% | 0.3%
CCCS(=O)(=O)N1CCN(Cc2ccc(OCc3ccccc3)c(OC)c2)CC1 | 0.2 | 39 | 7.3% | -0.2%
O=C(c1cccc(S(=O)(=O)N2CCOCC2)c1)N1CCC(Cc2ccccc2)CC1 | -0.1 | 80 | 2.4% | -0.5%[50 µM]
O=C1CC2(CCCCCC2)Oc2ccc(Cl)cc21 | -1.6 | 94 | 7.8% | 3.0%
O=C(COC(=O)c1ccc(OC(F)(F)F)cc1)NCCN1C(=O)CSC1=O | -1.6 | 104 | 2.1% | 0.6%[50 µM]
C[C@@]12C(=O)Nc3cc(Cl)ccc3C(=O)N1[C@H]1c3cc(Cl)ccc3OC[C@@H]1[C@@H]2c1ccccc1 | 0.4 | 46 | 11.2% | 1.6%
CCC1(CC)NC(=O)N(CC(=O)OCC(=O)c2ccccc2OC)C1=O | 1.2 | 70 | 2.4% | 1.2%[50 µM]
O=C(CNC(=O)c1ccccc1F)OCCOc1cccc(Cl)c1 | -1.6 | 66 | 8.2% | 1.1%[50 µM]
CCCCn1c(N)c(N(CC)C(=O)C2=COCCO2)c(=O)[nH]c1=O | -0.5 | 68 | 10.8% | 1.2%[50 µM]
CC(OC(=O)/C=C/c1cccc(Cl)c1)C(=O)NC1CCCCC1C (stereo not given) | 0.5 | 59 | -1.3% | 0.9%[50 µM]
COc1ccc(S(=O)(=O)Nc2cc3c4c(c2)CCC(=O)N4CCC3)cc1C | 0.8 | 55 | 1.4% | -0.1%[50 µM]
CNC(C)C#Cc1ccc2c(=O)c3cc(C)c(C)cc3oc2c1 (stereo not given) | 2.8 | 87 | 9.9% | 4.4%
Nc1ccccc1C#Cc1cnccn1 | 5.0 | 62 | 3.0% | -0.4%
CC(C)(C)OC(=O)N1CCC(NC(=O)c2[nH]cnc2C(=O)Nc2ccc(Cl)cc2)CC1 | 34.7 | 58 | 2.9% | -0.6%
Cc1cc(C(=O)N2CCN(S(=O)(=O)c3ccc(F)c(Cl)c3)CC2)c(C)o1 | 0.8 | 61 | 4.5% | 0.3%[50 µM]
Cc1c(Cl)cccc1NC(=O)CNC(=O)C1CC(=O)N(C2CCCC2)C1 (stereo not given) | -1.5 | 50 | 3.6% | 0.1%[50 µM]
CC(C)(C)OC(=O)N1CCN(C(=O)c2[nH]cnc2C(=O)Nc2nccs2)CC1 | -0.9 | 40 | 2.5% | -0.5%
Nn1c(SCC(=O)N2CCCCCC2)nnc1-c1ccco1 | 2.7 | 68 | 6.5% | 0.5%[50 µM]

2 compounds from above, limited to NTR1 ag.
SMILES	NTR1 ag
CC1CN(C(=O)COC(=O)Cc2c(Cl)cccc2Cl)CC(C)O1 (stereo not given)	0.9
Cc1ccc(NC(=O)C(C)OC(=O)Cc2c[nH]c3ccccc23)cc1 (stereo not given)	2.7

(further entries)
Structure | NTR1 ag | NTR1 ag cell count 20 µM | Rac1 GTP hydrolysis | UTI89 phage lysis
Cc1cccc(C(=O)NNC(=O)c2n[nH]c(=O)c3ccccc23)c1C | 3.6 | 45 | 1.1% | 2.4%[50 µM]
Cc1nn(-c2ccccc2)c(C)c1C(=O)N1CCN(S(=O)(=O)c2ccccc2)CC1 | 4.1 | 47 | 5.0% | 0.3%[50 µM]
Cc1ccc(C)c(S(=O)(=O)N2CCCCC2CCNC(=O)C(=O)NC2CCCC2)c1 (stereo not given) | 1.2 | 71 | 8.5% | 0.0%[50 µM]
Cc1cc(OCC(=O)OCC(=O)Nc2cccnc2Cl)ccc1Cl | -0.2 | 66 | 4.7% | 1.3%[50 µM]
O=C(NC1CCCCC1)c1cc(S(=O)(=O)N2CCCCC2)ccc1N1CCOCC1 | 2.5 | 93 | 3.4% | 0.6%[50 µM]
COCCCNC(=O)C[C@H]1C[C@H](C(=O)N2CCOCC2)[C@@]2(CCC3CCCC3)c3[nH]c4ccc(Cl)cc4c3CCN2C1=O | 2.0 | 50 | 8.8% | 0.5%
CCN(C(=O)COC(=O)Cc1ccc(F)cc1)c1c(N)n(Cc2ccccc2)c(=O)[nH]c1=O | -1.5 | 62 | 1.1% | 0.5%[50 µM]
CCc1ccccc1N1CC(C(=O)Nc2cc(S(=O)(=O)N3CCCC3)ccc2Cl)CC1=O (stereo not given) | 6.8 | 69 | 0.8% | 0.5%[50 µM]
CCCCn1c(N)c(N(CC(C)C)C(=O)CN(C)S(=O)(=O)c2ccc(NC(C)=O)cc2)c(=O)[nH]c1=O | 0.5 | 70 | 2.4% | 1.6%[50 µM]
CCN(C(=O)CSc1nc2scc(-c3ccccc3)c2c(=O)n1C)C1CCS(=O)(=O)C1 (stereo not given) | 0.2 | 63 | 12.8% | 0.4%[50 µM]
Cn1c(N)c(C(=O)CSc2nnc(C3CC3)n2-c2ccccc2)c(=O)[nH]c1=O | 3.0 | 59 | 7.0% | -2.3%
COc1ccc(C(=O)N/N=C/c2c(C)nn(-c3ccccc3)c2OC)cc1 | 0.2 | 45 | 0.7% | 10.3%
O=C(Nc1ccc(C(F)(F)F)cc1)C1=NN(C2CCS(=O)(=O)C2)C(=O)CC1 (stereo not given) | -1.5 | 50 | 1.4% | 1.6%[50 µM]
COc1cccc(NC(=O)COC(=O)c2ccccc2C(=O)N(C)c2ccccc2)c1 | -2.5 | 64 | 17.5% | 0.3%[50 µM]
O=C(NCCOc1ccccc1)C1CCCN1C(=O)c1cccs1 (stereo not given) | -2.9 | 79 | 1.2% | -0.9%
O=C(COc1ccc([N+](=O)[O-])cc1)Nc1ccccc1C(=O)NC1CC1 | -0.2 | 52 | -1.8% | 0.2%[50 µM]
CC1CN(C(=O)COC(=O)/C=C/c2ccc(C(F)(F)F)cc2)CC(C)O1 (stereo not given) | 3.3 | 79 | 0.4% | 0.1%[50 µM]

Of the compounds above, these contain bromine:
Structure | NTR1 ag | NTR1 ag cell count 20 µM | Rac1 GTP hydrolysis | UTI89 phage lysis
O=C(CN1C(=O)NC2(CCc3ccccc32)C1=O)Nc1ccc(Br)cc1F (stereo not given) | 0.6 | 54 | 1.4% | 0.3%[50 µM]
O=C(NCC1CCCO1)c1ccc(Br)c(S(=O)(=O)N2CCOCC2)c1 (stereo not given) | -2.4 | 70 | -3.3% | 0.0%[50 µM]
